From PubChem BioAssay
Tb hexokinase: Trypanosoma brucei hexokinase 1 inhibitors, primary screen, biochemical, G6PDH-coupled NADH absorbance, MLSCN library | hexokinase 1 [Trypanosoma brucei] | recombinant TbHK1, G6PDH-coupled NADH A340 | inhibition, % at 10 µM | 220,000 tested, 0.11% active | AID 1430, 2008;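 active means inhibition of 50% or more in the single-dose primary screen; inactive means inhibition below 50%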
EBV gp42 block: Epstein-Barr virus gp42 inhibitors, primary screen, biochemical, uHTS, fluorescence polarization. Glycoprotein 42 (Epstein-Barr virus (strain AG876)), Q1HVG2. Fluorescence polarization binding assay, mP read-out. inhibition, % (tested at 21.74 µM). 220,000 tested, 0.42% active. AID 1085, 2008; in the data active means inhibition above about 50%
Target sequence (Q1HVG2 whole entry, looked up): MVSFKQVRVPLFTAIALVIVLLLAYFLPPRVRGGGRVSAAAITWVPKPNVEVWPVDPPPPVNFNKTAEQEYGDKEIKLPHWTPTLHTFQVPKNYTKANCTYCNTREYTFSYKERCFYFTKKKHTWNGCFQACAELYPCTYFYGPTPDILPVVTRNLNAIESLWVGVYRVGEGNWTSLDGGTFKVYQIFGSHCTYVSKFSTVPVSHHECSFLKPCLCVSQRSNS
Calpain2 inh: inhibitors of pig calpain II, primary screen, biochemical, fluorogenic peptide substrate, 1536-well; AID 1236, 2008; inhibition, % at 16 µM; 220,000 tested, 0.37% active; purified calpain II, 30 min;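 active means inhibition above about 50%, limit read from the data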
Furin inhibitor: human furin inhibitors, primary screen, biochemical, fluorescence intensity. AID 463115, 2010. purified furin, fluorogenic substrate cleavage. 220,000 tested, 0.061% active. P09958. inhibition, % at 30 µM; in the data active means inhibition above about 25%; further: inactives centre near -15
Target sequence (P09958 108-714 limits assumed): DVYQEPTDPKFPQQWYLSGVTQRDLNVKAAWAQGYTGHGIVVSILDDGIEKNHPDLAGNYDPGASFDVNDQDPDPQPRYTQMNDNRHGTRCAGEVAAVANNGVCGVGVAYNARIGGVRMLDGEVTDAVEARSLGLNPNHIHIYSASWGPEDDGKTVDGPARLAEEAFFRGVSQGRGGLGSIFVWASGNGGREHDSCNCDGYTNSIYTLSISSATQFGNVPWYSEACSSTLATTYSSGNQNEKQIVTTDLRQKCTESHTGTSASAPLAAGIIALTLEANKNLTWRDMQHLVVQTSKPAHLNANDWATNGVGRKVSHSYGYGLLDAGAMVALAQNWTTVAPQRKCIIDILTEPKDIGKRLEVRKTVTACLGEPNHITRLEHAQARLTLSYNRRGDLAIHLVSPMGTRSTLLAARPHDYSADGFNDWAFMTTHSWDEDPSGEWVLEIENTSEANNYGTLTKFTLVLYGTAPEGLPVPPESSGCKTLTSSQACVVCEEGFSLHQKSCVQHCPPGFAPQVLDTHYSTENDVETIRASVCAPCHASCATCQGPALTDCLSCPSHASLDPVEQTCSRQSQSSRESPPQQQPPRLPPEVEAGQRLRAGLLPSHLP
zfTRPN1 agonist: zebrafish TRPN1 channel agonists, primary screen, cell-based, HEK293, calcium fluorescence | transient receptor potential cation channel N1 (TRPN1/NompC), Danio rerio | HEK293 zebrafish TRPN1-YFP, Fluo-8 calcium fluorescence; 100% = response to 87 µM carbachol | activation, % at 3 µM | 220,000 tested, 0.18% active | AID 1424, 2008;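 active means activation above its plate's cutoff, the mean activation of test wells on that plate plus 3 SD, cut at about 19% in these data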;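 further: 0% = DMSO alone and 100% = 87 µM carbachol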
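Material: zebrafish TRPN1-YFP in HEK293 cells. Doses: one dose of 3 µM, 0.3% DMSO. Incubation: dye 1 h 37 °C plus 30 min RT. Measured by: intracellular calcium fluorescence with Fluo-8.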
TRPML3 agonist: human TRPML3 channel agonists, primary screen, cell-based, HEK293 TRPML3-YFP, Fluo-8 calcium fluorescence, 3 µM; 220,000 tested, 0.29% active; Mucolipin-3 (Homo sapiens), Q8TDD5; AID 1448, 2008; activation, % at 3 µM; 100% = the carbachol control signal;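 active means activation above its plate's cutoff, the mean activation of the plate's test wells plus 3 SD, cut at about 12% in these data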;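 further: 0% = DMSO only wells and 100% = carbachol wells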
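Material: HEK293 cells stably carrying human TRPML3-YFP; compound dosing: single dose, 3 µM final nominal compound, 0.3% DMSO final; incubation: 1-h 37 °C dye load, 5-s basal, 120-s post-compound reads; technique: Fluo-8 intracellular calcium fluorescence, excitation 470-495 nm, emission 515-575 nm; read-out basis: percent activation from peak-to-basal fluorescence ratio, scaled between DMSO and carbachol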
Cl transport mod: KCC2 cotransporter modulators, thallium flux, primary screen, cell-based, HEK293 KCC2, FluoZin-2 fluorescence, MLSMR; Solute carrier family 12 member 5 (Homo sapiens), Q9H2X9; 190,000 tested, 2.2% active; KCC2 cells, thallium flux FluoZin-2 fluorescence; B-score of Tl+ flux slope (higher = more flux/activation; lower = inhibition) at 10 µM;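 active means thallium flux slope and its plate-corrected score both differing from the plate sample mean at a set confidence after two filtering rounds, in either direction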;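 further: slope of fluorescence scaled to starting intensity during 10 to 20 s after thallium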
PPC-1+TRAIL kill: compounds killing PPC-1 cancer cells with TRAIL present, primary screen, TRAIL potentiator project, ATPLite luminescence, uHTS; AID 1443, 2008; 220,000 tested, 0.41% active; cell killing (% activity), % at 4 µM; PPC-1 cells + TRAIL, ATPLite viability luminescence;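 active means cell killing above 50% in the first pass at 4 µM, then a duplicate retest at 5 µM averaging 50% or more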;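 further: plate controls were cells with TRAIL plus DMSO for no effect and medium-only wells lacking cells for full effect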
Thrombin inh: human alpha-thrombin inhibitors, primary screen, counter-screen for coagulation protease inhibitor project, biochemical, 1536-well, fluorogenic AMC substrate | Prothrombin (Homo sapiens), P00734 | Boc-VPR-AMC fluorogenic substrate cleavage | inhibition, % at 5 µM | 220,000 tested, 0.26% active;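 active means inhibition at or above 40%; inactive means inhibition below 40%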;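 further: 0% = enzyme with no compound and 100% = wells without enzyme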
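Material: human alpha-thrombin enzyme / Medium: pH 7.5 Tris (50 mM) with NaCl 150 mM, Tween 20 0.05% / Compound: single-point dosing at 5 µM, 0.2% DMSO / Incubation: enzyme reaction carried out at room temperature / Detection: AMC fluorescence, 355/460 nm / Read-out basis: percent inhibition scaled between no-compound controls and no-enzyme blanks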
Active calls of the source: *; i = inactive; . = no result given; [ ] = remark or other dose.

SMILES	Tb hexokinase	EBV gp42 block	Calpain2 inh	Furin inhibitor	zfTRPN1 agonist	TRPML3 agonist	Cl transport mod	PPC-1+TRAIL kill	Thrombin inh
COc1ccc(C(=O)NCCn2ccc3ccccc32)cc1OC	11	-11	-4	-10	1.0	-0.5	0.75	-8	3
COCCN(C(=O)CCC(=O)Nc1cc(C)on1)C(C(=O)NC1CCCC1)c1ccccc1C (stereo not drawn)	0	0	18	-35	-0.5	0.5	0.23	24	-7
Cc1ccsc1C(=O)Nc1cccc(S(=O)(=O)N(C)C)c1	1	-12	2	-23	1.3	0.4	0.27	0	2
O=C(NCc1nc(-c2ccc(C(F)(F)F)cc2)no1)Nc1ccc(OC(F)(F)F)cc1	-6	-14	11	-15	3.9	0.8	1.4	3	1
CCOC(=O)CC1C(=O)NCCN1c1nc2c(C)cccn2c(=O)c1/C=C1\SC(=S)N(C(C)CC)C1=O (stereo not drawn)	-17	-15	19	7	23*	12*	i	9	-2
CC(C)N1C[C@@]23C=C[C@@H](O2)C(C(=O)OCc2ccccc2)[C@H]3C1=O (stereo partly drawn)	-1	-23	7	-32	0.4	0.1	-0.04	5	2
Cc1ccc(C)c(S(=O)(=O)n2cnc3ccccc32)c1	2	18	-3	-29[20 µM]	1.1	0.0	0.56	23	15
O=C(/C=C/c1ccco1)N1CCN(C/C=C/c2ccccc2)CC1	-11	4	-66	-1	1.0	0.6	1.1	8	-10
O=S(=O)(O)c1nc2ccccc2[nH]1	-4	-12	5	-9	0.0	-0.5	-0.022	-10	0
Cc1ccc(NC(=S)NC(=O)c2ccc(-c3ccccc3)cc2)c(C)c1	-7	-20	5	-19[20 µM]	1.1	0.5	1.3	-6	-4
Cc1ccc(-c2c3c([nH]c(=S)c2C#N)CCCC3)o1	1	-6	-33	-2	0.8	0.4	24*	-16	-2
O=C(COc1ccc(F)cc1)Nc1nccs1	-8	-1	6	-14	2.1	0.6	.	20	-6
O=C(O)c1ccc(N/C(=N\S(=O)(=O)c2ccc(Cl)cc2)c2ccccc2)cc1	-8	-8	-15	-2	1.6	-0.1	0.4	19	15
Cc1nc2ncnn2c(N2CCN(C(=O)c3cccc(F)c3)CC2)c1C	-3	-7	-11	-13[20 µM]	1.1	1.0	-0.96	11	0
CSc1ccccc1NC(=O)CNCCCN1CCOCC1	-7	-5	-17	-11	-0.1	0.6	0.017	0	-4

Brought forward from above: four compounds, followed by the next part.
SMILES	Tb hexokinase	EBV gp42 block	Calpain2 inh	Furin inhibitor	zfTRPN1 agonist	TRPML3 agonist	Cl transport mod	PPC-1+TRAIL kill	Thrombin inh
O=C(COc1ccc(F)cc1)Nc1nccs1	-8	-1	6	-14	2.1	0.6	.	20	-6
O=C(O)c1ccc(N/C(=N\S(=O)(=O)c2ccc(Cl)cc2)c2ccccc2)cc1	-8	-8	-15	-2	1.6	-0.1	0.4	19	15
Cc1nc2ncnn2c(N2CCN(C(=O)c3cccc(F)c3)CC2)c1C	-3	-7	-11	-13[20 µM]	1.1	1.0	-0.96	11	0
CSc1ccccc1NC(=O)CNCCCN1CCOCC1	-7	-5	-17	-11	-0.1	0.6	0.017	0	-4
CCn1c(SCc2nc(-c3ccc(OC)c(OC)c3)no2)nnc1-c1cccs1	-3	-15	-8	-19	1.4	1.1	.	11	2
CCN(CCCCN1C(=O)c2ccccc2C1=O)c1ccc2c(c1)C(=O)N(C)C2=O	-4	23	-212	-14	2.2	0.5	0.056	-4	-3
CCCC12CN3CC(C)(CN(C1)C3c1ccc([N+](=O)[O-])o1)C2=O (stereo not drawn)	-27	-6	-15	-2	1.3	-0.6	0.38	5	3
CCc1ccc(OCc2nnc(SCCN3CCOCC3)n2C)cc1	1	2	-28	-24	1.3	0.9	0.088	4	-5
COc1cc(OC)cc(-c2nnc(Nc3nc4c(F)cccc4s3)o2)c1	-20	-6	-42	2[20 µM]	0.4	0.0	9.1*	20	-6
CCCOc1cccc(NC(=O)c2cc(C)oc2C)c1	9	10	1	-15	-1.5	-1.3	0.0042	12	1
O=C(c1ccc(Cn2cc(Cl)cn2)cc1)N1CCN(c2ccccc2)CC1	3	-13	27	-6[20 µM]	0.2	-0.2	-0.67	10	-7
Cc1ccc(Nc2nnc(SCC(=O)Nc3cccc(S(=O)(=O)NC4=NCCCCC4)c3)s2)cc1	-2	-7	-17	-9	-2.4	0.2	-3.6	16	3
Cc1ccc(CNC(=O)CCNC(=O)c2ccco2)cc1	1	-20	-12	-8[20 µM]	0.3	0.3	0.053	-17	1
CCn1c2ccccc2c2cc(/C=N/n3cn[nH]c3=S)ccc21	-18	-6	-101	-5[20 µM]	-3.3	-1.8	23*	-2	1
COc1ccc(/C=N/NC(=O)CSc2ccccn2)cc1OC	-16	-12	-3	-13	0.7	0.0	.	0	-7
Cc1ccc(-c2c[n+](Cc3ccc(Cl)cc3)c3n2CCC3)cc1	-8	-6	-3	-13	0.6	0.4	0.2	-9	-4
Cc1ccc(S(=O)(=O)N(CC(=O)N2CCCCC2)c2cccc(C)c2)cc1	-5	-15	0	-19[20 µM]	0.5	127*	0.17	9	2
COc1cc2cccc(OC)c(=O)c2c(O)c1OC	-4	1	7	-13	0.3	0.1	-1.4	-6	-6
Cc1ccc(N2C(=O)CC(NNc3nc4ccccc4s3)C2=O)cc1C (stereo not drawn)	42	-1	8	-11	-0.8	1.1	-1.4	23	-11

Continued, overlapping the part above by 2 compounds.
SMILES	Tb hexokinase	EBV gp42 block	Calpain2 inh	Furin inhibitor	zfTRPN1 agonist	TRPML3 agonist	Cl transport mod	PPC-1+TRAIL kill	Thrombin inh
COc1cc2cccc(OC)c(=O)c2c(O)c1OC	-4	1	7	-13	0.3	0.1	-1.4	-6	-6
Cc1ccc(N2C(=O)CC(NNc3nc4ccccc4s3)C2=O)cc1C (stereo not drawn)	42	-1	8	-11	-0.8	1.1	-1.4	23	-11
COc1ccc(NC(=O)CCn2nc(C)cc2C)cc1	4	5	-55	-13	0.7	0.7	-0.12	42	-8
O=C(CN1CCN(c2ccc([N+](=O)[O-])cc2)CC1)Nc1nccs1	-11	2	-4	-16	1.5	0.5	-0.88	31	0
COc1ccccc1Nc1ncccc1C(=O)O	-8	-22	-29	-17	0.8	0.2	0.74	.	-1
Cc1cc(C)c(C)c(S(=O)(=O)N2CCN(C(=S)NCC3CCCO3)CC2)c1C (stereo not drawn)	-5	-1	38	-7	-0.5	-0.3	-1.8	-7	-5
Cc1ccc(S(=O)(=O)c2cc3c(=O)n4ccccc4nc3n(C)c2=N)cc1	-12	-14	-179	-43	0.1	0.1	0.77	15	-4
Cc1[nH]n(C)c(=O)c1N=Nc1ccc(S(C)(=O)=O)cc1	-43	-13	-2	6	0.8	0.6	0.67	-10	-4
COc1ccc(C2(CNC(=O)Cc3ccccc3)CCCC2)cc1OC	0	-24	13	-11[20 µM]	0.0	1.6	0.037	0	4
CCOC(=O)Cn1nc(C)c(NC(=O)COc2ccc([N+](=O)[O-])cc2)c1C	-7	-8	1	-17	0.7	0.3	-1.4	15	-3
Cc1ccc(NC(=O)Cn2ccc([N+](=O)[O-])n2)cc1Cl	0	-10	36	-18	-0.2	0.8	-0.068	7	-2
CCSc1nnc(N(CCC(=O)O)CCC(=O)O)s1	1	-26	-16	-7	0.9	0.5	.	-4	-2
O=C(O)CSC1CC(=O)N(c2ccc(Cl)c(Cl)c2)C1=O (stereo not drawn)	-2	-11	-30	-10[20 µM]	1.0	-0.3	0.36	29	-8
COc1ccccc1CN(C)C(=O)c1ccc2c(c1)NC(=O)CS2	-3	-5	-118	-13[20 µM]	-1.3	0.5	-0.54	4	-3
O=C(c1ccc(F)cc1)N(c1ccccn1)C1CCCCC1	-2	-2	-4	-19	-0.4	0.9	0	13	0
COc1ccc(/C(C)=N/NC(=O)c2ccc(N(C)C)cc2)cc1	-43	-14	16	-19[20 µM]	-0.1	0.8	1.5	-9	-6
CCOC(=O)c1c(-c2ccco2)csc1NC(=O)CSc1nnc(N)s1	0	-12	-20	-5[20 µM]	0.1	-0.8	-2	21	-1

Individual results from the entries so far:
In zfTRPN1 agonist, Cc1ccc(S(=O)(=O)c2cc3c(=O)n4ccccc4nc3n(C)c2=N)cc1 shows 0.1
In TRPML3 agonist, O=C(CN1CCN(c2ccc([N+](=O)[O-])cc2)CC1)Nc1nccs1 shows 0.5

Additional results:
SMILES	Tb hexokinase	EBV gp42 block	Calpain2 inh	Furin inhibitor	zfTRPN1 agonist	TRPML3 agonist	Cl transport mod	PPC-1+TRAIL kill	Thrombin inh
Cc1ccc(NC(=O)C(c2ccc(Cl)cc2)N2CCOCC2)cc1 (stereo not drawn)	-13	-12	8	-13	-1.0	0.0	0.79	8	-2
CCOc1ccccc1N1CCN(C(=S)NCc2ccco2)CC1	-1	5	5	-17	0.8	0.1	-0.89	-9	-2
Cc1csc(=NC(=O)c2ccccc2)n1CCO	-41	-15	-5	6[20 µM]	-0.3	0.1	0.53	2	-5
CC(=O)c1cnc2cc(-c3ccc(Cl)cc3)nn2c1C	-21	-16	-253	-10[20 µM]	0.1	0.5	.	-6	3
O=C(Nc1cccc(C(=O)N2CCCC2)c1)c1ccccc1	-1	-13	9	-15[20 µM]	-1.3	0.6	.	25	-13
COc1ccc(NC(=O)C2CCCN(S(=O)(=O)c3cccnc3)C2)cc1OC (stereo not drawn)	-4	-20	-10	-16	1.9	0.0	1.3	12	-7
CN1CCC(N(C)C(=O)c2cc(=O)c3ccccc3o2)CC1	7	-5	21	-6	2.2	0.6	.	1	3
CN1CCN(S(=O)(=O)c2ccc(Sc3nnnn3-c3ccccc3)c([N+](=O)[O-])c2)CC1	-12	6	-14	-28	-0.3	0.6	-0.048	-12	0
COc1ccc(-c2nc(CCNC(=O)c3cccs3)cs2)cc1	1	-25	-19	-38	4.9	2.0	.	3	-6
